Caspase-1 inhib – blocks human caspase-1 allosterically or competitively; P29466; 0.03% of 75,000 active; Caspase-1 enzyme, Ac-WEHD-AFC fluorogenic rate; AID 900; Potency, µM (titrated, usually from 57.5 µM), inactives show at the top dose activity change, negative = inhibition, most hits filed as inhibitors;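 also: potency is read from the fitted curve at half-maximal effect; plate controls were vehicle for no effect and no substrate for full effect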
ERK AVP inh – vasopressin-driven ERK pathway inhibition. 0.99% of 72,000 active. Potency, µM (highest dose often 57.5 µM), without a hit: top-dose activity, negative = inhibition, hits mostly inhibitors. HEK293-V1b, vasopressin-stimulated pERK AlphaScreen. AID 995; also: potency is read from the fitted curve at half-maximal effect; % is scaled to controls: 0 for no effect and ±100 for the full control effect; nearly all actives have a fitted effect of over 55% in size
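HEK293 cells stably expressing V1b receptor, preincubated 30 min at 37 °C with compound, then stimulated 5 min with 25 nM vasopressin. Phospho-ERK by AlphaScreen SureFire after 5 h RT; normalized to DMSO and vasopressin; AC50 by Hill fit.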
Fluorescein autfl – compound autofluorescence in fluorescein spectral region | Compound autofluorescence, 480/540 nm, fluorescein-equivalent; hits give high values | max fluorescein-equivalent concentration, M | 0.91% of 59,000 active | AID 593; in the data active = max fluorescein-equivalent concentration above about 10 nM; inconclusive = between about 1.1 nM and that limit
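Normalized response (dye-equivalent concentration) derives from comparing each well's 540 nm emission, under 480 nm excitation, with plate-resident fluorescein standards. Compounds were held in 100 mM Tris, pH 8.0, for 15 min at room temperature.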
HEK293 cAMP cs – parental HEK293 cAMP activation (counter-screen); Potency, µM (highest dose often 57.1 µM), for inactives: at the top dose activation, usual class: activators; 2.5% of 73,000 active; parental HEK293 CNG cAMP sensor, membrane potential fluorescence; also: potency is read from the fitted curve at half-maximal effect; % of control where 0% means no effect; nearly all actives have a fitted effect of over 55% in size
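Parental HEK 293 cells stably expressing a modified CNG channel (no TSHR) report cAMP rise as membrane depolarization. Membrane potential dye with 100 uM RO 20-1724 was loaded for 60 min at room temperature, then compound added for 30 min; fluorescence read at 590 nm.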
Tau filament bind – tau filament binding; P10636; recombinant tau filaments, thioflavin S fluorescence, 15 h; filaments grown with octadecylsulfate alongside compound; Potency, µM (titrated, usually from 57.1 µM), without a hit: top-dose activity change, negative = inhibition; 2% of 71,000 active; AID 596;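 also: potency is read from the fitted curve at half-maximal effect; % is scaled to controls: 0 for no effect and ±100 for the full control effect; actives lower thioflavin S fluorescence by blocking filaments or displacing dye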
Target sequence (P10636 whole entry, looked up): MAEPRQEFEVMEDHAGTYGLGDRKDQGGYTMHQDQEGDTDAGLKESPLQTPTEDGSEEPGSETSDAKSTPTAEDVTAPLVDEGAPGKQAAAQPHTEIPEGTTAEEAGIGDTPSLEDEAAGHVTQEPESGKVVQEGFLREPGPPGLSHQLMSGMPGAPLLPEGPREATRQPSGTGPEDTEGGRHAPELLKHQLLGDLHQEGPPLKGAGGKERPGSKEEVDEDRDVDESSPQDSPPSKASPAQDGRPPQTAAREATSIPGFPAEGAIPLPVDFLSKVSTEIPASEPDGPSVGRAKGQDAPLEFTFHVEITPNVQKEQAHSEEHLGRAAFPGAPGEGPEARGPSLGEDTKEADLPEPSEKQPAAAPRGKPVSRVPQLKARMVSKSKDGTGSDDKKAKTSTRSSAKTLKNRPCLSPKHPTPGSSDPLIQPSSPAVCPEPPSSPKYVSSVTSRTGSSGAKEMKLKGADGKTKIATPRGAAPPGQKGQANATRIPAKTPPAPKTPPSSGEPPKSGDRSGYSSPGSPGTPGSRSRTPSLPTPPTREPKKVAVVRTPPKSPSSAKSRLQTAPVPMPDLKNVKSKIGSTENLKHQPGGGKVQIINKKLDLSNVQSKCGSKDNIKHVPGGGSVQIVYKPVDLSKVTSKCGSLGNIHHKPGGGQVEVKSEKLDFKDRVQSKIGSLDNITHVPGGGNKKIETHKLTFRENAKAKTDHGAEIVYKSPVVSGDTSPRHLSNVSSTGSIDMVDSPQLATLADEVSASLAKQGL
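His-tagged recombinant human tau (exons 2, 3 and 10 included), 1 uM, was induced to fibrillize by 30 uM sodium octadecylsulfate with compound present. After 15 h at 37 C, thioflavine S fluorescence (ex 450, em 510 nm) was read.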
4-MU autofl – compounds fluorescent in 4-MU spectral region; compound autofluorescence, 340/450 nm, 4-MU equivalents; hits give high values; max dye-equivalent concentration, M; 11% of 59,000 active; in the data active = max dye-equivalent concentration above about 10 nM; inconclusive = mostly about 1.1 nM to 9.6 nM
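Compounds in 100 mM Tris, pH 8.0, sat 15 min at room temperature before fluorescence was read at 340 nm excitation/450 nm emission; a per-plate six-point 4-MU standard curve converted signals to dye-equivalent concentration at each compound concentration.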
A350 fluor – compounds fluorescent in Alexa 350 spectral region. Compound autofluorescence, 340/450 nm, Alexa 350 dye-equivalents; hits give high values. max dye-equivalent concentration, M. 11% of 59,000 active; in the data active = max dye-equivalent concentration above about 10 nM; inconclusive = mostly about 1.1 nM to 9.6 nM
Casp7 inh – blocks human caspase-7 allosterically or competitively. P55210. recombinant caspase-7, Ac-DEVD-AFC fluorescence rate. Potency, µM (highest dose often 57.5 µM), for the others: at the top dose activity change, negative = inhibition, actives largely listed as inhibitors. 0.02% of 75,000 active. AID 889; active = well fitted inhibition curve with a large enough effect in the main read-out, with a control signal flat, not every such curve was filed as active; inconclusive = small, poorly fitted or top-dose-only effect, or a change in a side signal; also: potency is read from the fitted curve at half-maximal effect; % of control where 0% means no effect
Target sequence (P55210 24-198 limits assumed): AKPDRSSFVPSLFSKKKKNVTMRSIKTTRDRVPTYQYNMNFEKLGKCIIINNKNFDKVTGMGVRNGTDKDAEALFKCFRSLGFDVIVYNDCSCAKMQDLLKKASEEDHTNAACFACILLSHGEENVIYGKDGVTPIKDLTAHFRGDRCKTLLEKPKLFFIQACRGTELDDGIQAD
Target sequence (P55210 207-303 limits assumed): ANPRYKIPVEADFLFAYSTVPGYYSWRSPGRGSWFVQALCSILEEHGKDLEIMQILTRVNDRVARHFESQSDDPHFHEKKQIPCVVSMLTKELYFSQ
Rhodamine autofl – compound fluoresces in the rhodamine spectral region | Rhodamine-region fluorescence, 547/598 nm, Tris buffer; hits give high values | max dye-equivalent concentration, M | 0.05% of 59,000 active; in the data active = max dye-equivalent concentration above about 11 nM; inconclusive = between about 1.1 nM and that limit
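Compounds in 100 mM Tris buffer, pH 8.0, were incubated 15 min at room temperature, then read at 547 nm excitation and 598 nm emission. Fluorescence was normalized against a per-plate six-point rhodamine standard curve as dye-equivalent concentration.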
TexasRed autofl – Texas Red region autofluorescence | Compound fluorescence, Texas Red channel, 547/618 nm; hits give high values | 0.06% of 59,000 active | max dye-equivalent concentration, M; in the data active = max dye-equivalent concentration above about 10 nM; inconclusive = between about 1.1 nM and that limit
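Spectral interference profiling: each compound concentration's relative fluorescence, read with a 547 nm excitation and 618 nm emission filter pair, was normalized to a per-plate Texas Red standard curve.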
FLuc inh – inhibitors of firefly luciferase; Potency, µM (doses to about 57.1 µM), without a hit: at the highest dose activity change, negative = inhibition, hits mostly inhibitors; 2.2% of 72,000 active; AID 411; P08659; purified firefly luciferase, luminescence, 8 min; also: potency is read from the fitted curve at half-maximal effect; % is scaled to controls: 0 for no effect and ±100 for the full control effect; nearly all actives have a fitted effect of over 40% in size
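Luminescence read-out after 8 min at room temperature; enzyme reaction used luciferin plus 10 uM ATP (linear range) in imidazole buffer pH 7.2 with KCl, MgCl2, Tween 20 and BSA. Each sample was run as a titration.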
The depositor's hits bear a star; i = inactive; ? = inconclusive; nt = not tested or not shown; [ ] = remark or other dose. Unless noted, calls follow the shape of the dose curve; as a rule, active = well fitted curve in the direction sought with a large enough effect; inconclusive = small, poorly fitted or top-dose-only effect, or another doubt; inactive = no such curve, though single readings can be large; an effect the other way counts as inactive or inconclusive. An excerpt. The share of hits here may be higher or lower than overall.

A first look, 3 compounds:
SMILES | Caspase-1 inhib | ERK AVP inh | Fluorescein autfl | HEK293 cAMP cs | Tau filament bind | 4-MU autofl | A350 fluor | Casp7 inh | Rhodamine autofl | TexasRed autofl | FLuc inh
CC1(C)N=C(N)N=C(N)N1CCCCc1ccccc1 | -1.7%[11.5 µM] | 23.5%[11.5 µM] | i | 11.6%[11.4 µM] | -2.4%[11.4 µM] | i | i | 0.6%[11.5 µM] | i | i | 2.9%[11.4 µM]
CS(=O)(=O)NCCSCc1ccccc1 | -1.0% | -13.0% | i | 2.3% | -1.1% | i | i | -1.3% | i | i | -0.6%
Cc1cccc(N(CC(=O)Nc2c(C)n(C)n(-c3ccccc3)c2=O)S(C)(=O)=O)c1 | 1.2% | 11.5% | nt | -12.6% | -11.5% | nt | nt | 0.6% | nt | nt | 1.3%

All compounds of this part, previewed entries included:
SMILES | Caspase-1 inhib | ERK AVP inh | Fluorescein autfl | HEK293 cAMP cs | Tau filament bind | 4-MU autofl | A350 fluor | Casp7 inh | Rhodamine autofl | TexasRed autofl | FLuc inh
CC1(C)N=C(N)N=C(N)N1CCCCc1ccccc1 | -1.7%[11.5 µM] | 23.5%[11.5 µM] | i | 11.6%[11.4 µM] | -2.4%[11.4 µM] | i | i | 0.6%[11.5 µM] | i | i | 2.9%[11.4 µM]
CS(=O)(=O)NCCSCc1ccccc1 | -1.0% | -13.0% | i | 2.3% | -1.1% | i | i | -1.3% | i | i | -0.6%
Cc1cccc(N(CC(=O)Nc2c(C)n(C)n(-c3ccccc3)c2=O)S(C)(=O)=O)c1 | 1.2% | 11.5% | nt | -12.6% | -11.5% | nt | nt | 0.6% | nt | nt | 1.3%
CSC1=NCCN1C(=O)c1ccc(S(=O)(=O)N(C)C)cc1 | -4.4% | -7.9% | nt | 6.3% | 2.6% | nt | nt | -0.1% | nt | nt | 1.0%
O=C(NCCO)C(c1ccccc1)c1ccccc1 | -1.4% | 4.8% | nt | -0.5% | 2.6% | nt | nt | 0.1% | nt | nt | 1.2%
CC(C)CN(C(=O)COC(=O)C12CC3CC(CC(O)(C3)C1)C2)C1CCS(=O)(=O)C1 (stereo not given) | 0.4% | 4.4% | ? | 11.0% | 0.0% | i | i | -2.3% | i | i | 0.2%
O=C1CC(N2CCN(c3cccc(C(F)(F)F)c3)CC2)C(=O)N1c1ccccc1 (stereo not given) | -2.7% | 32.2% | nt | -7.0% | 6.9% | nt | nt | -4.3% | nt | nt | 1.6%
O=C(C1CC1)N1CCc2cc(S(=O)(=O)NCC3COc4ccccc4O3)ccc21 (stereo not given) | -3.5% | -8.3% | i | ? | 4.6% | i | i | -0.4% | i | i | 2.4%
Cc1sc(NC(=O)CN2CCN(c3ccccn3)CC2)c(C#N)c1C | -0.7% | 6.9% | ? | 13.1% | -22.5% | i | ? | -3.0% | i | ? | -2.4%
N#CCCSc1nc(N2CCOCC2)c2c(c1C#N)CCCC2 | nt | nt | i | nt | nt | i | i | nt | i | i | 1.1%[25.5 µM]
CN(Cc1nnc(SCC(=O)NCCc2ccccc2)n1C)S(=O)(=O)c1ccccc1 | 3.3% | 2.3% | ? | 0.1% | 3.8% | i | ? | -1.3% | i | ? | 2.7%
CCOC(=O)c1nnn(CC(=O)Nc2cccc(OC)c2)c1C(=O)OCC | 0.5% | 7.1% | i | 0.7% | 1.3% | i | i | -1.1% | i | i | 1.9%
C#CCSC1=C(C#N)C(c2cccs2)C(C(=O)OCC)=C(C)N1 (stereo not given) | nt | nt | i | nt | nt | ? | ? | nt | i | i | -1.5%[25.5 µM]
O=C(Nc1cnn(Cc2ccccc2)c1)c1nc2ncccn2n1 | 0.5% | 11.1% | i | 4.8% | -1.8% | i | i | -0.3% | i | i | -6.7%
CCOC(=O)c1ccc(NC(=O)Cn2nnc3ccccc32)cc1 | nt | nt | i | nt | nt | i | i | nt | i | i | -15.8%[25.5 µM]
COc1ccc(-c2[nH]ncc2Oc2ccccc2OC)c(O)c1 | -2.2% | -14.3% | i | 7.2% | -12.6% | i | i | -5.8% | i | i | -5.9%
CCCCCOc1ccc(C(=O)NC(C(=O)O)C(C)C)cc1 (stereo not given) | 2.4% | -20.7% | i | 7.4% | -1.7% | i | i | 0.3% | i | i | -1.5%
COc1ccccc1CN1CC2(CCN(C(=O)c3cnccn3)CC2)C1 | -2.8% | -5.9% | i | -4.1% | -5.0% | i | i | 0.3% | i | i | 2.0%[11.4 µM]
CC(=O)N1CCc2cc(S(=O)(=O)Nc3cccc(C(F)(F)F)c3)ccc21 | -2.9% | -21.1% | i | 18.1% | 6.9% | i | i | -1.7% | i | i | 4.3%
Cc1ccc(S(=O)(=O)N2CCCC2CO)cc1 (stereo not given) | 2.4% | -12.0% | i | -3.4% | -10.9% | i | i | 2.0% | i | i | 0.9%
Cn1nnnc1SCC(=O)Nc1ccc(N2CCOCC2)cc1 | -0.4% | -2.8% | i | -4.6% | 8.9% | i | i | 0.0% | i | ? | 2.7%
CCCCCCn1c(N2CCN(c3ccccc3)CC2)nc2c1c(=O)n(C)c(=O)n2C | -3.1% | ? | i | 21.6% | 102.9% | i | i | -5.4% | i | i | 0.5%
O=C(Cn1ncc2c(=O)oc3ccccc3c21)N1CCC(N2CCCCC2)CC1 | -0.6% | -23.7% | nt | -1.8% | -8.7% | nt | nt | -0.4% | nt | nt | 3.5%
CCc1ccc2nc(NC3=NCN(CCN4CCOCC4)CN3)nc(C)c2c1 | -2.9% | -9.7% | i | -2.7% | 36.0% | ? | 1.15e-08M* | -1.2% | i | i | 0.9%
Oc1ccc(Cl)cc1Cc1cc(Cl)cc(Cc2cc(Cl)ccc2O)c1O | -5.9%[11.5 µM] | 1.7%[11.5 µM] | ? | 14.5%[11.4 µM] | 13.6%[11.4 µM] | i | i | -8.7%[11.5 µM] | i | i | 3.0%[11.4 µM]
O=C(CSCCO)Nc1cccc(C(F)(F)F)c1 | 0.8% | -2.8% | i | 7.3% | 2.0% | i | i | 1.0% | i | i | 2.7%
COc1cccc(-c2nnc(N(C)C(=O)C3CCOC3)s2)c1 (stereo not given) | 1.7% | -7.5% | ? | -3.6% | 0.7% | i | i | 6.1% | i | ? | -20.4%
Cc1ccc(-c2nnn(CC(=O)Nc3ccc(S(=O)(=O)N4CCC(C)CC4)cc3)n2)cc1 | 0.2% | 39.3%[activator] | i | -0.6% | 160.2% | i | i | -0.3% | i | i | 4.2%
COc1ccc(COCC(O)CN2CCOCC2)cc1OC (stereo not given) | -0.2% | 1.4% | i | ? | 6.9% | i | i | -0.2% | i | i | 2.5%
COc1ccc(C2C(C#N)=C(N)Oc3n[nH]c(C)c32)cc1CN1CCN(c2ccc(F)cc2)CC1 (stereo not given) | -2.0% | -12.7% | nt | -8.0% | 55.4% | nt | nt | -2.0% | nt | nt | 0.4%
CN(C)S(=O)(=O)c1cccc(C(=O)Nc2cccnc2)c1 | 0.8% | -14.6% | i | -1.4% | -0.7% | i | i | -0.4% | i | i | 2.0%
Cc1noc(C)c1S(=O)(=O)N(CC(=O)O)c1ccc2c(c1)OCO2 | -1.5% | -1.6% | i | 0.6% | ? | i | i | -5.5% | i | ? | -0.3%
CSc1nc2[nH]c3c(c2c2nnnn12)CCCC3 | nt | nt | i | nt | nt | 2.33e-08M* | 2.56e-08M* | nt | i | i | -3.0%[25.5 µM]
COc1ccc(NCc2nnc(SCC(=O)N3CCCc4ccccc43)n2C)cc1 | 3.2% | -17.3% | i | 3.8% | 12.1% | i | ? | 0.3% | i | i | -3.5%
COc1ccc(/C=N/n2cncn2)cc1CSc1ccccn1 | nt | nt | ? | nt | nt | i | i | nt | i | i | -3.7%[25.5 µM]
CN(C)S(=O)(=O)N1CCc2ccccc2C1 | -1.1% | -3.1% | nt | 4.3%[11.4 µM] | ? | nt | nt | 1.2% | nt | nt | -4.6%
COC(=O)c1ccc(C(NC(=O)OCc2ccccc2)/C(=C/[C@@H](C)C(=O)N(C)C)c2cccnc2)cc1 (stereo not given in full) | -0.8% | -4.0% | nt | 0.0% | -2.4% | nt | nt | -0.5% | nt | nt | nt
O=C(CCSCCC(=O)NCCN1CCOCC1)NCCN1CCOCC1 | 0.7% | 2.6% | ? | 3.2% | 70.6% | i | ? | -0.1% | i | ? | -2.2%
O=C(C1CCCN(S(=O)(=O)c2ccccc2)C1)N1CCCc2ccccc21 (stereo not given) | -4.1% | -14.4% | i | ? | 3.5% | i | i | 0.3% | i | i | -0.9%
O=C1c2[nH]nc(-c3ccccc3O)c2C(c2ccccc2)N1Cc1ccco1 (stereo not given) | -4.0% | -18.6% | i | 23.6% | -19.7% | i | ? | -22.8% | i | i | 0.5%
CC(C)(C)c1nnc2sc(SCC(=O)N3CCCc4ccccc43)nn2c1=O | 1.1% | -1.1% | i | 19.2% | 0.0% | i | i | 0.7% | i | i | 0.8%
Cc1ccc2c(c1)N(CC(=O)N1CCN(c3nc4ccccc4s3)CC1)C(=O)C(C)O2 (stereo not given) | -3.7% | ? | i | 6.31µM* | 4.4% | i | i | 1.9% | i | i | -2.9%
CC(C)NC(=O)c1ccc2c(=O)n(C3CCCC3)c(=S)[nH]c2c1 | 1.7% | -3.6% | i | 5.2% | 68.4% | i | i | -0.5% | i | i | 3.9%

Screens deposited in PubChem by National Center for Advancing Translational Sciences (NCATS).
